# AmpC no deterg: blocks E. coli AmpC beta-lactamase in detergent-free assay; AmpC nitrocefin hydrolysis, absorbance 480 nm, 0.0001% Triton; Potency, µM (top dose mostly 57.1 µM), inactives show at the highest dose activity change, negative = inhibition, hits mostly inhibitors; 0.52% of 330,000 active; AID 485341;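 further: potency means the concentration at half of the fitted maximal effect; plate controls were no compound for no effect and no enzyme for full effect; nearly all actives have a fitted effect of over 20% in size; some results filed as inactive show a strong effect at the top dose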
# Target sequence (P00811 whole entry, looked up): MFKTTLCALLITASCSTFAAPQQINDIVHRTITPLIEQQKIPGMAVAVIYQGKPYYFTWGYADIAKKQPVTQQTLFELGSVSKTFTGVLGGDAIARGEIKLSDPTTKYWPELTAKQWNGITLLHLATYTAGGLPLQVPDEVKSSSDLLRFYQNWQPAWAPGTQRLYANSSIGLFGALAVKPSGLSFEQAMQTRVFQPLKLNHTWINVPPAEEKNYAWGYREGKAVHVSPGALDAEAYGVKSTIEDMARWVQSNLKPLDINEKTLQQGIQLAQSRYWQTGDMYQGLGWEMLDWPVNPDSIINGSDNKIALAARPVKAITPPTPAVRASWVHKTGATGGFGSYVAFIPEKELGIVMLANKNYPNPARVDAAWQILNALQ
#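 20 mM phosphate pH 7.0 + 0.01% (detergent screen) or 0.0001% Triton X-100; 5.3 nM AmpC reagent; cpd preinc 15 min RT; nitrocefin (800 uM stock) to start; A480 q20 s × 4 min; Activity was normalised to no-enzyme and no-compound control wells.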
# AMA1-RON2 inh: inhibitors of Plasmodium falciparum AMA1-RON2 interaction; AlphaScreen AMA1-biotinylated RON2 peptide binding; 0.2% of 360,000 active; Potency, µM (top dose mostly 58.2 µM), for the others: at the highest dose activity change, negative = inhibition, most hits filed as inhibitors; AID 720542;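 further: potency means the concentration at half of the fitted maximal effect; 0% = vehicle wells and -100% = peptide control; nearly all actives have a fitted effect of over 45% in size; some results filed as inactive show a strong effect at the top dose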
#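 AMA1 (3D7) with his tag at 25 nM final met compounds first, then biotinylated RON2 peptide at 25 nM; detection used donor plus acceptor beads, 10 µg/mL apiece, read by AlphaScreen after 30 min at room temperature.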
# Sm TGR block: inhibitors of Schistosoma mansoni thioredoxin glutathione reductase. Q962Y6. purified TGR, DTNB reduction, TNB absorbance 405 nm. Potency, µM (highest dose often 114 µM), without a hit: at the top dose activity change, negative = inhibition, usual class: inhibitors. 3% of 360,000 active; further: potency means the concentration at half of the fitted maximal effect; nearly all actives have a fitted effect of over 60% in size
#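 TGR 20 nM + NADPH 100 uM (dispensed conc.), cpd preinc 15 min RT; start with NADPH (500 uM addition) then DTNB (15 mM addition). Kinetic TNB absorbance, 405 nm filter. Four-parameter Hill fit across titration.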
# HCMV inh: blocks human cytomegalovirus replication. HFF cells, HCMV-luciferase reporter, 72 h; active compounds read low. activity change, negative = inhibition, % at 57.5 µM. 4.5% of 410,000 active; in the data active means activity change below about -60%; inconclusive means no clear call, values can overlap the other calls; inactive means above about -39%
#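 Two compound doses tested in HFFs infected with HCMV-luciferase, MOI 1 PFU/cell, 72 h at 37C. Lysate luminescence read with OneGlo; data normalized against buffer-only and 10uM Salinomycin inhibitor controls.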
# FBPA Giardia inh: blocks Giardia fructose-bisphosphate aldolase activity | A8B2U2 | purified Giardia FBPA | Potency, µM (top dose mostly 59.6 µM), without a hit: at the highest dose activity, negative = inhibition, usual class: inhibitors | 0.71% of 290,000 active | AID 2451; further: potency means the concentration at half of the fitted maximal effect; nearly all actives have a fitted effect of over 55% in size
# Target sequence (A8B2U2 whole entry, looked up): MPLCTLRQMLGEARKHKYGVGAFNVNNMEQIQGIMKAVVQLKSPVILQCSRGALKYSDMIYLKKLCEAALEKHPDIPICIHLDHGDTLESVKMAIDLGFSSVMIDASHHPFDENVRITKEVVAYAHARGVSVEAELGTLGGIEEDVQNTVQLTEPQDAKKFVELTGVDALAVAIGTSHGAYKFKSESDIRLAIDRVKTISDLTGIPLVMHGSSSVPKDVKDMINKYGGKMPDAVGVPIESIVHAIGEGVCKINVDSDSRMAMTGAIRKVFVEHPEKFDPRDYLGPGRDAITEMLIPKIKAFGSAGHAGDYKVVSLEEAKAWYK
#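 Giardia FBPA (40 nM reagent) was preincubated 10 min at RT with compound (up to 57.5 uM final), then substrate plus GAPDH/TPI/NAD/arsenate coupling system with diaphorase/resazurin was added; resorufin fluorescence (525/598 nm) was read after 20 min.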
# AmpC inh detg: blocks E. coli AmpC beta-lactamase in detergent assay; P00811; AmpC hydrolysis of nitrocefin, absorbance 480 nm, 0.01% Triton; Potency, µM (highest dose often 114 µM), for inactives: at the highest dose activity change, negative = inhibition, hits mostly inhibitors; 0.041% of 370,000 active;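 further: potency means the concentration at half of the fitted maximal effect; 0% = no-compound wells and -100% = no-enzyme wells; nearly all actives have a fitted effect of over 25% in size; some results filed as inactive show a strong effect at the top dose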
#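 20 mM phosphate pH 7.0 + 0.01% (detergent screen) or 0.0001% Triton X-100; 5.3 nM AmpC reagent; cpd preinc 15 min RT; nitrocefin (800 uM stock) to start; A480 q20 s × 4 min; Activity was normalised to no-enzyme and no-compound control wells.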
# * hit, by the source's call; ? = inconclusive; . = not tested or not shown; & = joins results of further samples; [ ] = another dose, or the depositor's remark. Unless noted, the call rests on the fitted dose curve; in most records, active means well fitted curve in the direction sought with a large enough effect; inconclusive means small, poorly fitted or top-dose-only effect, or another doubt; inactive means no such curve, though single readings can be large; an effect the other way counts as inactive or inconclusive. Unless noted, on the % scale 0 is the no-effect control and ±100 the full control effect.
SMILES,AmpC no deterg,AMA1-RON2 inh,Sm TGR block,HCMV inh,FBPA Giardia inh,AmpC inh detg
COc1ccc2c(c1)NC(c1ccc(OCC(C)C)cc1)=NC(c1ccncc1)=N2,.,.,-8%,12,.,-3%
Cc1nc2cc(Cl)c(Cl)cc2nc1C,-27%,-6%,-15%,-22,-5%,3%
Cc1ccccc1Cn1nc(C)c(NC(=O)c2cc(-c3ccco3)on2)c1C,-13%,7%,-18%,-25,1%,3%
CCC(=O)N1CCc2cc(S(=O)(=O)NCCC(=O)NC3CCCc4ccccc43)ccc21 (centres undefined),0%,1%,-33%,63,10%,5%
Cc1ccc(CNc2ccc3c(c2)ncn3C(C)C)cc1,16%,-23%,2%,22,0%,-3%
Cc1ccc(NC(=O)CCNS(=O)(=O)c2ccc3c(c2)CCC(=O)N3)c(Br)c1,-21%,0%,-8%,17,12%,?
CCC(CC)N1CCN(Cc2nc3ccc([N+](=O)[O-])cc3c(=O)n2-c2ccccc2F)CC1,8%,6%,?,.,-3%,-18%
CC(C)CCn1nnnc1C(c1ccc(F)cc1)N1CCC(C(N)=O)CC1 (centres undefined),37%,5%,-29%,-23,3%,?
CCCCCC(=O)Nc1cccc(C2=NOC3(C2)C[C@@H](C(N)=O)N(C(=O)c2ccc(OC)cc2)C3)c1 (some centres undefined),137%[activator],8%,1%,88,-3%,2%
COc1ccc(/C=C/c2nc3ccccc3n2Cc2ccccc2OC)cc1,-26%,20%,-5%,-98*,-15%,-11%

# Sorted by molar mass (rising): some entries from above.
SMILES,AmpC no deterg,AMA1-RON2 inh,Sm TGR block,HCMV inh,FBPA Giardia inh,AmpC inh detg
Cc1nc2cc(Cl)c(Cl)cc2nc1C,-27%,-6%,-15%,-22,-5%,3%
Cc1ccc(CNc2ccc3c(c2)ncn3C(C)C)cc1,16%,-23%,2%,22,0%,-3%
CC(C)CCn1nnnc1C(c1ccc(F)cc1)N1CCC(C(N)=O)CC1 (centres undefined),37%,5%,-29%,-23,3%,?

# Going on with the list.
SMILES,AmpC no deterg,AMA1-RON2 inh,Sm TGR block,HCMV inh,FBPA Giardia inh,AmpC inh detg
Cc1ccccc1CN1CCN(CC(=O)NCc2ccccn2)C1=O,-13%,125%[activator],0%,-22,-3%,-15%
O=C1CC(NS(=O)(=O)c2ccccc2)CN1c1ccc2c(c1)OCCO2 (centres undefined),-26%,4%,6%,6,.,-16%
Nc1nc2n(n1)C(c1cccc(Cl)c1)CC(c1ccc(F)cc1)N2 (centres undefined),2%,6%,7%,-3,6%,?
COc1ccc(NC(=O)C2CCCN(C(=O)Nc3ccc(F)cc3)C2)cc1OC (centres undefined),3%,0%,-1%,-12,-8%,-5%
O=C(c1ccc(S(=O)(=O)NCc2ccco2)cc1)N1CCN(c2ccccc2)CC1,-10%,12%,.,-3,.,.
CCc1ccccc1N1CC(c2nc3ccccc3n2CCC2CCCCC2)CC1=O (centres undefined),.,.,-3%,-108*,.,-4%
CCc1ccccc1NC(=O)Cn1cc(S(=O)(=O)N2CCCC2)c(S(=O)(=O)N2CCCC2)c1,.,.,-7%,-2,.,1%
Cc1ccc(Cl)cc1NC(=S)N(CCCN1CCOCC1)Cc1ccco1,28%,-23%,7%,?,1%,0%
Cc1cccc2c1-c1sc(C(=O)N3CCCCC3)cc1CO2,14%,69%[activator],0%,43,0%,-14%
CC1(C)CC(=O)C2=C(C1)c1c(ccc3ccccc13)NC2c1ccc(OCC(=O)O)cc1 (centres undefined),-35%,1%,-22%,11,13%,-22%
COc1ccc(C(=O)CSc2nnc(COc3ccc(C#N)cc3)n2-c2ccccc2)cc1,-1%,1%,3%,5,4%,-6%
COC(=O)CNC(=O)c1ccc(F)cc1,-5%,12%,8%,-7,2%,2%
COc1cc(CNS(=O)(=O)c2ccc3c(c2)CC(C)N3C(C)=O)cc(OC)c1OC (centres undefined),-5%,15%,0%,-27,-7%,1%
Cc1ccc2nc(-c3ccc(C)c(NC(=O)CSc4ccc(Cl)cc4)c3)oc2c1,.,.,0%,85,.,-1%
CNC(=O)c1ccc(Nc2nnc(-c3ccc(C(N)=O)cc3)c3ccccc23)cc1,-1%,4%,3%,17,6%,1%
Cc1ccc(NC(=S)N2CCN(S(C)(=O)=O)CC2)cc1,-7%,8%,-20%,-39,-8%,?
Cc1ccc(CCNC(=O)C2CCN(Cc3nc(-c4ccccc4C)oc3C)CC2)cc1,.,.,-3%,10,.,-7%
CCCCCC1CCC(C(=O)O)CC1 (centres undefined),-13%,-1%,16%,17,4%[12.9 µM],-11%
CC(C)Oc1ccc(C2CC(=O)N(c3ccc(N(C)C)cc3)C2=O)cc1 (centres undefined),-5%,7%,2%,-14,-5%,2%
Cc1nc(C)c(C(=O)OCC(=O)Nc2cccc(C)c2C)s1,59%[activator],1%,-10%,20,.,-6%
COc1cc(C(=O)NCCOc2ccc(C)c(C)c2)cc(OC)c1OC,50%,4%,-3%,-22,6%,?
CS(=O)(=O)N1CCC(NC(=O)Cc2ccccc2)CC1,-21%,6%,8%,37,2%,16%
COc1ccc(/C=N/Nc2nc(-c3ccc(C)cc3)c(NC(C)=O)s2)cc1,-26%,41%[activator],4%,-13,-16%,-10%
Fc1ccc(-c2nc3ccccc3[nH]2)cc1,-17%,0%,.,12,-22%,-4%
COC(=O)CN(c1ccc2c(c1)OCO2)S(=O)(=O)c1c(C)[nH]c(=O)[nH]c1=O,-13%,-1%,7%,-12,0%,?
NC(=O)CCS(=O)(=O)CCN1CCN(S(=O)(=O)c2ccc3c(c2)CCC3)CC1,-2%,-10%,-23%,0,.,-14%
CCOC(=O)CN1C(=O)C(O)(CC(=O)c2cccc(OC)c2)c2ccccc21 (centres undefined),-3%,-11%,6%,-8,12%,-13%
CCOC(=O)c1ccc(C(=O)OCC)nc1,-6%,0%,6%,7,11%,-8%
O=C(COc1ccccc1)Nc1ccc(Cl)cc1Cl,-22%,.,0%,.,3%,2%
CC(=O)N1c2ccccc2C(=O)C1N1CCN(c2cc(Cl)ccc2C)CC1 (centres undefined),.,.,?,?,.,0%
CC(C)COc1nc2ccccc2nc1C(C#N)C(=O)NC1CCCCC1 (centres undefined),-4%,14%,2%,?,1%,-2%
COc1ccc(C2=NOC(C(=O)Nc3c(C)n(C)n(-c4ccccc4)c3=O)C2)cc1OC (centres undefined),-5%,1%,6%,?,4%,-9%
CC(NC1CCCC1)C(=O)Nc1ccccc1-c1ccccc1 (centres undefined),-14%,1%,13%,22,-16%,-4%
Cn1ccc(-c2ccccc2)n1,2%,-8%,-7%,-26,3%,4%
COc1ccc(-n2cnc3cc(NS(=O)(=O)c4ccc(C)cc4)ccc32)cc1,-14%,.,-9%,.,-10%,3%
N=C1/C(=C\c2ccc(SCc3ccco3)o2)C(=O)N=C2SC=NN12,-48%,29%,-28%,-39,-11%,-6%
CCC(C)NC(=O)c1cc2c(=O)[nH]c3ccc(C)cc3c2s1 (centres undefined),6%,7%,2%,-29,1%,-3%
O=C(C1CCC(=O)N(C2CCCC2)C1)N1CCN(Cc2cccc(F)c2)CC1 (centres undefined),49%,20%,-23%,50,3%,8%
COc1ccc(C(=O)NCCc2ccc(F)cc2)cc1OC,-28%,2%,-1%,70,1%,-4%
CC(=O)Nc1ccc(NC(=O)c2cc(=O)c3ccc(C)cc3o2)cc1,-12%,-1%,4%,-30,16%,-12%
O=C(NN1CCCCC1)c1ccc(COc2ccc(Cl)cc2)cc1,-2%,-10%,10%,?,-1%,?
CCOC(=O)C1CCN(C(=O)CN(c2cccc(OC)c2)S(=O)(=O)c2ccccc2)CC1,40%,0%,8%,-2,0%,11%
COc1cccc(/C=N/c2sc(Cc3ccccc3)c(C)c2C(N)=O)c1O,-26%,0%,-11%,27,0%,?
CCn1nc(C)c(C(=O)Nc2cc(Oc3ccc(Cl)cc3)cc([N+](=O)[O-])c2)c1C,89%[activator],-19%,-4%,-20,1%,-13%
Cc1ccc(CNC(=O)N2CCN(c3ccc(C)cc3)CC2)cc1,-4%,-5%,-19%,19,3%,2%
O=C(CCCc1nc2ccccc2s1)Nc1ccc(N2CCOCC2)cc1,14%,-5%,-1%,?,0%,-4%
CCc1cccc(Nc2cc(C)nc3nc(C)nn23)c1,-16%,15%,2%,-2,1%,?
NS(=O)(=O)c1ccc(NC(=S)NC(=O)c2ccco2)cc1,-17%&-18%,25%,56µM*,-35,?,-5%&-12%
CCOC(=O)C1CCCN(C(=O)c2sc3nc(-c4ccc(F)cc4)cn3c2C)C1 (centres undefined),178%[activator],-19%,5%,-25,5%,0%
Cc1cc(-c2nsc(=O)o2)c(S(C)(=O)=O)s1,-1%,-3%,?,41,0%,-20%
# (continued)
SMILES,AmpC no deterg,AMA1-RON2 inh,Sm TGR block,HCMV inh,FBPA Giardia inh,AmpC inh detg
Cc1c(C(=O)N2CCN(Cc3ccccc3)CC2)oc2c1C(=O)CCC2,40%,-1%,-22%,17,.,0%
CCOc1ccc(NC(=S)NC23CN4CN(CN(C4)C2)C3)cc1,-21%,12%,19%,39,0%,7%
CC1=C(C(=O)OCC2CCCCC2)C(c2ccccc2F)CC(=O)N1 (centres undefined),.,.,14%,-30,.,14%
O=C(Nc1ccccc1C(=O)N1CCCCC1)c1ccccc1C(F)(F)F,0%,7%,-22%,-2,.,-3%
ClCc1nnc(-c2ccccc2)o1,-12%,9%,50µM*,-38,-7%,-14%

# Of the compounds above, these have a Cl atom.
SMILES,AmpC no deterg,AMA1-RON2 inh,Sm TGR block,HCMV inh,FBPA Giardia inh,AmpC inh detg
Cc1nc2cc(Cl)c(Cl)cc2nc1C,-27%,-6%,-15%,-22,-5%,3%
Nc1nc2n(n1)C(c1cccc(Cl)c1)CC(c1ccc(F)cc1)N2 (centres undefined),2%,6%,7%,-3,6%,?
Cc1ccc(Cl)cc1NC(=S)N(CCCN1CCOCC1)Cc1ccco1,28%,-23%,7%,?,1%,0%
Cc1ccc2nc(-c3ccc(C)c(NC(=O)CSc4ccc(Cl)cc4)c3)oc2c1,.,.,0%,85,.,-1%
O=C(COc1ccccc1)Nc1ccc(Cl)cc1Cl,-22%,.,0%,.,3%,2%
CC(=O)N1c2ccccc2C(=O)C1N1CCN(c2cc(Cl)ccc2C)CC1 (centres undefined),.,.,?,?,.,0%
O=C(NN1CCCCC1)c1ccc(COc2ccc(Cl)cc2)cc1,-2%,-10%,10%,?,-1%,?
CCn1nc(C)c(C(=O)Nc2cc(Oc3ccc(Cl)cc3)cc([N+](=O)[O-])c2)c1C,89%[activator],-19%,-4%,-20,1%,-13%
ClCc1nnc(-c2ccccc2)o1,-12%,9%,50µM*,-38,-7%,-14%

# Source: PubChem (National Center for Advancing Translational Sciences (NCATS))
